# Screening results deposited in PubChem by Broad Institute.
# GSK3A inh = blockers of GSK3A enzyme activity – biochemical, luminescence, cell-free homogeneous, HTS, primary screen; Glycogen synthase kinase-3 alpha (Homo sapiens), P49840; GSK-3 alpha kinase, ADP-Glo luminescence, 60 min; inhibition, % at 10 µM; actives 0.1% (n = 320,000); AID 2650, 2010;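 in the data active = inhibition above about 50%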;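 note: GST-tagged GSK-3 alpha with peptide substrate and 25 µM ATP; 0% = DMSO neutral wells and 100% = GW8510 positive control wells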
# Target sequence (P49840 whole entry, looked up): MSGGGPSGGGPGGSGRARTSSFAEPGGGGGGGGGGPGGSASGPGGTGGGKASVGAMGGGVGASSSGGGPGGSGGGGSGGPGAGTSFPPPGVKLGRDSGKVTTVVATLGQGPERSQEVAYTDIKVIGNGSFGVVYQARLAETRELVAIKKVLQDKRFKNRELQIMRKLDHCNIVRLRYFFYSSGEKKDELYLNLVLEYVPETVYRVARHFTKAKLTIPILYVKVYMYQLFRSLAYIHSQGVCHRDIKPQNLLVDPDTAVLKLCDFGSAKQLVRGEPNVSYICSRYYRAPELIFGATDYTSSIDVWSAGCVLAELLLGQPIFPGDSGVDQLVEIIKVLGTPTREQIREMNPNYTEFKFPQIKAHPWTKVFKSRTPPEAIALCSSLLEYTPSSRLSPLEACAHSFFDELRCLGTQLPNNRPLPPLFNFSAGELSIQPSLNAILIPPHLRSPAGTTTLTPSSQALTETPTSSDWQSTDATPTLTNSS
# Dyrk1A ADPGlo = rat Dyrk1A kinase inhibitors, primary screen, biochemical, single point, plate reader; actives 0.43% (n = 310,000); AID 504441, 2011; ADP-Glo luminescence, NFATc1 peptide; Dual specificity tyrosine-phosphorylation-regulated kinase 1A (Rattus norvegicus), Q63470; inhibition, % at 12.5 µM; in the data active = inhibition above about 50%;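 note: plate controls were vehicle with enzyme for no effect and no enzyme for full effect; many of its hits are not listed in these tables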
# An asterisk follows results filed as active. Not all compounds are listed, so the mix of outcomes need not match the whole.
Molecule,GSK3A inh,Dyrk1A ADPGlo
C#CCOCCOCCOCCNc1nc(N2CCN(C(=O)[C@H](CCCCN)n3cc(CCCC)nn3)CC2)nc(N2CCN(C(=O)[C@H](CCCCN)n3cc(CCC(=O)O)nn3)CC2)n1,-1,2
CC(C)N(C(=O)CSc1ccc(S(=O)(=O)N2CCCCC2)cn1)C(C)C,-6,0
COc1cccc(CNC(=O)c2ccc(NS(=O)(=O)c3ccc4[nH]c(=O)[nH]c4c3)cc2)c1,-4,0
COc1ccccc1CCC(=O)Nc1ccc(OC)c(S(=O)(=O)N2CCOCC2)c1,-4,1
CN(C(=O)c1ccc(NC(=O)C2CCCN(C(=O)OC(C)(C)C)C2)cc1)C1CCCC1 (stereo not given),-2,-7
Cc1cccc(C)c1NC(=O)CNC(=O)c1ccc(N2CCCC2=O)cc1,-1,3
CCCn1c(N)c(C(=O)CSc2nnc(C3CC3)n2C2CC2)c(=O)[nH]c1=O,-2,2
COc1cc(OC)c(OC)cc1CNC(=O)c1ccc(S(=O)(=O)N2CCCCC2)cc1,-2,-1
COc1ccc(CNC(=O)[C@]2(C)CCC[C@@]3(C)C4CC[C@@]5(C)C[C@]4(CCC32)CC5=O)cc1 (stereo not given in full),-1,3
C=C[C@@H]1c2cc(C)ccc2N(S(=O)(=O)c2ccc(C)cc2)[C@H](c2ccccc2)C1(C#N)C#N,0,5
CCCCNC(=O)N(O)C1N(/N=C/c2ccco2)C(=S)SC1(C)C (stereo not given),11,-7
O=S(=O)(c1ccc2c(c1)OCCO2)C1CCC(S(=O)(=O)c2c(F)cccc2F)CC1 (stereo not given),0,-2
CCCCN(C(=O)CC1CCCCC1)c1c(N)n(CC(C)C)c(=O)[nH]c1=O,0,-1
COc1ccc(S(=O)(=O)N(C)C[C@H]2Oc3c(NC(=O)c4ccncc4)cccc3C(=O)N([C@H](C)CO)C[C@@H]2C)cc1,-2,21
O=C(CCCSc1ccccc1)Nc1ccc(Cl)c(S(=O)(=O)N2CCOCC2)c1,-1,-4
C=CCOc1ccc(/C=C/C(=O)OCC(=O)N2CCN(C(C)=O)CC2)cc1,1,-1
O=C(Cn1cnc2c(NC(=O)OCc3ccccc3)ncnc21)NCc1ccccn1,3,-3
COc1ccccc1N1CCN(CCN(C(=O)c2ccc(F)cc2)c2ccccn2)CC1,-1,4
O=C(OCC(=O)N1CCCc2ccccc21)c1cc(S(=O)(=O)N2CCOCC2)ccc1O,3,2
C[C@@]12C(=O)NCC(=O)N1[C@@H]1c3cc(Br)ccc3OC[C@@H]1[C@@H]2c1ccccc1,-4,-1

# The final four records of the part above are carried over, then new ones follow:
Molecule,GSK3A inh,Dyrk1A ADPGlo
O=C(Cn1cnc2c(NC(=O)OCc3ccccc3)ncnc21)NCc1ccccn1,3,-3
COc1ccccc1N1CCN(CCN(C(=O)c2ccc(F)cc2)c2ccccn2)CC1,-1,4
O=C(OCC(=O)N1CCCc2ccccc21)c1cc(S(=O)(=O)N2CCOCC2)ccc1O,3,2
C[C@@]12C(=O)NCC(=O)N1[C@@H]1c3cc(Br)ccc3OC[C@@H]1[C@@H]2c1ccccc1,-4,-1
Cc1ccc(S(=O)(=O)N2CCOCC2)cc1C(=O)OCC(=O)c1ccc[nH]1,-1,0
CC(C)CC[C@@H](O)[C@](C)(O)C1CC[C@@]2(O)C3=CC(=O)[C@@H]4C[C@@H](O)[C@@H](O)C[C@]4(C)C3CC[C@]12C (stereo not given in full),-2,-15
O=C(OCC(=O)N1CCCCC1)c1ccc2c(c1)C(=O)N(Cc1ccco1)C2=O,-3,8
Nc1ccc(N2CCOCC2)c(S(=O)(=O)Nc2ccccc2Cl)c1,-2,-1
COc1ccc(NC(=O)C2CC2)cc1S(=O)(=O)N1CCOCC1,-1,0
Cc1cnc(C(=O)OC(C)C(=O)Nc2ccc(Oc3ccccc3)cc2)cn1 (stereo not given),0,0
O=C(CSc1nnc(Nc2ccccc2F)s1)NC1CC1,-4,-7
COc1cc(F)c(C2=CC(=O)C[C@H](c3ccc(F)cc3)C2)cc1F,-2,8
CCCn1c(SCC(=O)Nc2ccc3c(c2)OCO3)n[nH]c1=O,2,1
COC(=O)c1ccccc1S(=O)(=O)N1CCC(C(=O)NCc2ccco2)CC1,3,3
CC(=O)C[C@H](O)CC(=O)[C@H]1OC(=O)CCCCCCCCc2ccccc21,-5,-3
CC(C)NC(=O)N(C)C[C@@H]1Oc2c(NS(=O)(=O)c3ccccc3)cccc2C(=O)N([C@@H](C)CO)C[C@@H]1C,1,2
COc1ccccc1-c1nnc(SCC(=O)Nc2cccnc2Cl)n1C,-2,1
C=CC[C@@H](CC(=O)NCCO)C(=O)N[C@@H](COC(=O)[C@@H](CC=C)CC(=O)OC(C)(C)C)Cc1c[nH]c2ccccc12,-1,4
O=C(OCC(=O)N1CCOCC1)c1ccc2ccccc2c1O,-3,7
COc1ccc(S(=O)(=O)N2CCOCC2)cc1C(=O)N(C)Cc1ccco1,-3,-2
COc1ccc([C@@H]2CC=C(C(=O)O)[C@H](c3ccc(Cl)cc3)N2S(=O)(=O)c2ccccc2C)cc1,-3,-7
O=C(CN1CCN(C(=O)c2ccccc2)CC1)Nc1cc(S(=O)(=O)N2CCCC2)ccc1Cl,0,5
COc1cc(OC)cc(-c2c(-c3ccc(F)cc3)c3cc(-c4cnc(OC)nc4)ccc3n2C)c1,-2,-3
Cc1ccc(NS(=O)(=O)c2ccc(C(=O)N3CCCCCC3)cc2)cc1,-12,-1
Cc1cnc(C(=O)OCC(=O)Nc2cc(S(=O)(=O)N3CCOCC3)ccc2Cl)cn1,0,2
C=C1CCN([C@H](C(=O)NCc2ccc(Cl)cc2)C(C)C)S(=O)(=O)c2ccccc21,12,2
CC(=O)c1c(C)[nH]c(C(=O)OCC(=O)c2c[nH]c3ccccc23)c1C,7,6
CCCCN1CC(=O)N2[C@H]3c4ccccc4OC[C@@H]3[C@H](C(=O)OCC)[C@]2(C)C1=O,2,-3
CO[C@@]1(NC(=O)C2SC(=C(C(N)=O)C(=O)O)S2)C(=O)N2C(C(=O)O)=C(CSc3nnnn3C)CS[C@@H]21 (stereo not given in full),-2,7
CC(=O)Oc1c(C)c(C)c2c(c1C)CC[C@@](C)(CCC[C@H](C)CCC[C@H](C)CCCC(C)C)O2,-3,8
CCCn1nc(C(=O)N2CCN(c3ccccn3)CC2)c2ccccc2c1=O,3,6
Cc1ccc(NC(=O)CN2C(=O)NC(C)(C3CC3)C2=O)cc1S(=O)(=O)N1CCCCC1 (stereo not given),2,-2
CC1(NC(=O)CN2CCN(c3cnn(-c4ccccc4)c(=O)c3Cl)CC2)CCS(=O)(=O)C1 (stereo not given),-4,-4
CC(c1ccc2c(c1)OCO2)n1c(=S)[nH]c2ccccc2c1=O (stereo not given),-4,0
COc1cccc(CN(C)C(=O)c2ccc(OCC(=O)N3CCOCC3)c(OC)c2)c1,-1,-4
Cc1nnc(NC(=O)C2CC(=O)N(c3ccc4c(c3)OCCO4)C2)s1 (stereo not given),-1,4
C[C@H](CO)N1C[C@H](C)[C@@H](CN(C)CC2CCCCC2)Oc2ccc(NC(=O)Cn3cnnn3)cc2C1=O,-2,-10
C[C@@H]1[C@H](O)C[C@@]23COC(=O)C2=CCC[C@@H]3[C@@]1(C)CC/C(=C/CO)CO,2,9
Cc1sc2nc(CSCC(=O)Nc3ccc(C(F)(F)F)cc3)[nH]c(=O)c2c1C,-1,1
CC(Oc1ccc(Br)cc1)C(=O)NCCCN1CCCC1=O (stereo not given),-1,-1
CCN(CC)S(=O)(=O)c1cc(NC(=O)CSCc2c(C)noc2C)ccc1C,-3,-3
COc1cccc2sc3cc(C#Cc4ccccn4)ccc3c(=O)c12,-2,14
CN(CC(=O)Nc1cccc(S(=O)(=O)NC2=NCCC2)c1)Cc1ccccc1Cl,-1,2
NC(=O)NC(Cc1ccccc1)C(=O)N1CCN(S(=O)(=O)c2ccc(Cl)cc2)CC1 (stereo not given),20,8
Nc1cc(Nc2ccccc2)ccn1,0,5
O=C(CSc1nnc(C2CC2)n1Cc1ccccc1)N1CCNC1=O,-7,-1
COc1ccc(-c2coc3cc(OC4OC(CO)C(O)C(O)C4O)cc(O)c3c2=O)cc1 (stereo not given),-3,0
Cc1ccc(OCC(=O)N2CCN(S(=O)(=O)c3ccc4c(c3)OCCO4)CC2)c(C)c1,2,2
COc1ccc([C@H]2CC(=O)C=C(c3cccc(C(F)(F)F)c3)C2)cc1,1,8
COc1ccc(S(=O)(=O)N2CCOCC2)cc1NC(=O)c1ccc2c(c1)OCO2,-1,17
Cc1cc(C(=O)COC(=O)c2n[nH]c(=O)c3ccccc23)c(C)n1C,3,5
Cc1ccc(SCC(=O)OC(C)C(=O)NC2CCCCC2C)c(C)c1 (stereo not given),2,-3
O=C(Nc1ccc(Cl)c(S(=O)(=O)N2CCOCC2)c1)c1cc2ccccc2oc1=O,-2,-3
Cc1ccc(C(=O)N2CC(C)OC(C)C2)cc1S(=O)(=O)N1CCCCC1 (stereo not given),0,3
C#CCOCCOCCOCCNc1nc(N2CCN(C(=O)[C@H](CCCCN)n3cc(CC(C)O)nn3)CC2)nc(N2CCN(C(=O)[C@H](CCCCN)n3cc(CC(C)O)nn3)CC2)n1 (stereo not given in full),1,1
C=CC[C@H](CC(=O)NCCO)C(=O)N[C@H](COC(=O)[C@H](CC=C)CC(=O)OC(C)(C)C)c1ccccc1,0,-1
C=CC[C@H](CC(=O)N[C@H](CO)Cc1ccccc1)C(=O)N[C@H](COC(=O)[C@@H](CC=C)CC(=O)OC(C)(C)C)Cc1c[nH]c2ccccc12,-1,-2
N#Cc1ccccc1OCC(=O)NC1CCCCC1,-4,4
O=S(=O)(NCCCNS(=O)(=O)c1c(F)cccc1F)c1ccc2c(c1)OCCO2,-2,2
CC1CCC(CN2C(Nc3ccccc3)=NC[C@@H]2Cc2ccccc2)CC1 (stereo not given in full),4,0
C[C@H]1CN([C@@H](C)CO)C(=O)c2cc(NC(=O)CCN3CCOCC3)ccc2O[C@H]1CN(C)C(=O)Nc1ccc(F)cc1,-2,-2
O=C(Nc1cc(-c2nc3ncccc3o2)ccc1Cl)c1ccc2c(c1)OCO2,-1,-1
CC(OC(=O)c1ccc([N+](=O)[O-])cc1)C(=O)NCC1CCCCC1 (stereo not given),-1,4
CN(C)C1=NCCN1CC1CCCCCC1,-1,9

# Arranged by count of non-hydrogen atoms (rising): 3 of the compounds above
Molecule,GSK3A inh,Dyrk1A ADPGlo
O=C(Nc1cc(-c2nc3ncccc3o2)ccc1Cl)c1ccc2c(c1)OCO2,-1,-1
O=C(Nc1ccc(Cl)c(S(=O)(=O)N2CCOCC2)c1)c1cc2ccccc2oc1=O,-2,-3
C#CCOCCOCCOCCNc1nc(N2CCN(C(=O)[C@H](CCCCN)n3cc(CC(C)O)nn3)CC2)nc(N2CCN(C(=O)[C@H](CCCCN)n3cc(CC(C)O)nn3)CC2)n1 (stereo not given in full),1,1

# (further entries)
# Results follow in this order: GSK3A inh, Dyrk1A ADPGlo
Cc1ccc(S(=O)(=O)N2CCC[C@H]2C(=O)OCC(=O)N2CCc3ccccc32)cc1
  -3, 0
CC(=O)Nc1ccc(SCC(=O)N(C)CC(=O)Nc2ccccc2Cl)cc1
  0, 2
CC(=O)c1ccccc1NC(=O)CCN1C(=O)C2CCCCC2C1=O (stereo not given)
  -2, 4
CCCNC(=O)C(Cc1ccc(Cl)cc1)NC(=O)c1ccc(-c2ccccc2)cc1 (stereo not given)
  -3, -4
CCCCn1c(O)c(N=Nc2ccccc2O)c2ccccc21
  -4, -7
O=C(OCC(=O)N1CCc2ccccc21)[C@@H]1CCCN1S(=O)(=O)c1ccccc1F
  -1, 2
COc1ccc([C@H]2CC(=O)C=C(c3cc(Br)ccc3OC)C2)cc1
  -1, -12
C#CCOCCOCCOCCNc1nc(N2CCN(C(=O)[C@H]([C@@H](C)CC)n3cc(CCCCN)nn3)CC2)nc(N2CCN(C(=O)[C@H](CCCCN)n3cc(CCC(=O)O)nn3)CC2)n1
  1, -4
C#CCOCCOCCOCCNc1nc(N2CCN(C(=O)CCCCCCCCCCNC(=O)Cn3cc(CCCCCN)nn3)CC2)nc(N2CCN(C(=O)CCCCCCCCCCNC(=O)Cn3cc(C[C@@H](C)O)nn3)CC2)n1
  16, 8
Cc1ccc(C(=O)NNC(=O)COc2ccc(Cl)cc2C)o1
  -2, -6
Cc1c(C(=O)N2CCN(C3CCS(=O)(=O)C3)CC2)oc2c(F)cccc12 (stereo not given)
  -1, -4
CCN(CC)C(=O)c1[nH]cnc1C(=O)Nc1ccon1
  1, 0
CN(CC(=O)Nc1ccc(F)cc1)CC(=O)N1CCCCCC1
  -4, 3
Cn1nnnc1Sc1ncnc2scc(-c3ccc(-c4ccccc4)cc3)c12
  2, -1
CC(C(=O)N1CCCC1)N(C)CC(=O)Nc1cccc(F)c1 (stereo not given)
  0, -5
Cc1ccc2nc(SCC(=O)Nc3oc(C)c4c(C)n[nH]c(=O)c34)[nH]c2c1
  -1, 0
Cc1cc(C)c(C)c(S(=O)(=O)Nc2ccccc2C(=O)NN2CCOCC2)c1C
  -3, -4
CC(C)NC(=O)Nc1ccc2c(c1)CC(=O)N([C@@H](C)CO)C[C@H](C)[C@@H](CN(C)C(=O)NC1CCCCC1)O2
  -1, 3
COc1ccc(NC(=O)COC(=O)c2cc(C)oc2C)cc1OC
  -2, 5
Cc1ccc(NC(=O)CNc2cc(S(=O)(=O)N3CCOCC3)ccc2N2CCOCC2)cc1S(=O)(=O)N(C)C
  -4, -5
